KB-V1 cytotox: kills drug-selected multidrug resistant KB-V1 cells | KB-V1 MDR cells viability, CellTiter-Glo, 72 h | Potency, µM (series often up to 46.1 µM), for inactives: at the highest dose activity change, negative = cytotoxicity, actives largely listed as cytotoxic | 3.4% of 400,000 active; further: potency means the concentration at half of the fitted maximal effect; on the % scale 0 is the no-effect control and ±100 the full control effect; nearly all actives have a fitted effect of over 60% in size
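KB-V1 cells (P-gp-expressing MDR subline of KB-3-1) in phenol-red-free DMEM with 10% FBS were exposed to library compounds over a concentration series for 72 h at 37 degrees C. Viability read by CellTiter-Glo luminescence; concentration-effect curves fitted after normalization.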
aSyn rescue: alpha-synuclein toxicity inhibition in yeast; Yeast expressing alpha-synuclein, growth rescue, BacTiter-Glo, 24 h; Potency, µM (titrated, usually from 46.1 µM), without a hit: top-dose growth rescue (activation), most hits filed as activators; 0.14% of 370,000 active; further: potency means the concentration at half of the fitted maximal effect; % of control where 0% means no effect; nearly all actives have a fitted effect of over 65% in size
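Galactose-induced alpha-syn yeast (OD600=0.02, raffinose-pregrown) + pinned cpd, 24 hr, 30 deg C; growth by BacTiter-Glo luminescence. Growth restoration scores as activation.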
GLP-1R inv ag: GLP-1 receptor (human) inverse agonism | HEK293 GLP-1R CRE-luciferase, luminescence, 24 h; GLP-1R form is constitutively active | Potency, µM (top dose mostly 38.3 µM), without a hit: at the highest dose activity change, negative = inhibition, hits mostly inhibitors | AID 624417 | 1.6% of 410,000 active; further: potency means the concentration at half of the fitted maximal effect; on the % scale 0 is the no-effect control and ±100 the full control effect; nearly all actives have a fitted effect of over 55% in size
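Using stably transfected HEK293 (constitutively active GLP-1R, cAMP-luciferase reporter), compounds were incubated 24 hr and luciferase measured by luminescence.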
GLP-1R agonist: GLP-1 receptor (human) agonism | P43220 | HEK293 GLP-1R CRE-luciferase, luminescence, 4-6 h; cells express a hypersensitive GLP-1R form | Potency, µM (titrated, usually from 45.6 µM), inactives show at the highest dose activation, most hits filed as activators | 0.007% of 380,000 active; further: potency means the concentration at half of the fitted maximal effect; % of control where 0% means no effect
DRD3 agonist: D3 dopamine receptor (human) agonism; P35462; D3R DiscoveRx beta-arrestin cells, luminescence, 90 min; AID 652048; 0.58% of 410,000 active; max activation, %; in the data active means max activation above about 30%; further: 0% is about no effect; mostly tested at two doses, the higher about 12 µM
Target sequence (P35462 whole entry, looked up): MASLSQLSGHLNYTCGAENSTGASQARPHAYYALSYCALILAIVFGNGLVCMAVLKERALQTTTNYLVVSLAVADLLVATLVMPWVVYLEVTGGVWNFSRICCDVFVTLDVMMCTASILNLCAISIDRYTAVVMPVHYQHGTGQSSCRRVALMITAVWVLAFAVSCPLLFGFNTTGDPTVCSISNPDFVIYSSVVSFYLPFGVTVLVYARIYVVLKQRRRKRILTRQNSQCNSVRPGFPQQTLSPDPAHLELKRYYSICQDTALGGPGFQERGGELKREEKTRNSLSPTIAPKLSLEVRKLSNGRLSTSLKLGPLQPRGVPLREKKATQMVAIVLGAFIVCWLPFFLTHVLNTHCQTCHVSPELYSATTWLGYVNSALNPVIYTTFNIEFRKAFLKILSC
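Agonist-mode cell screen: cells plated at 1500/well and incubated overnight at 37 °C, then exposed to library compounds for 90 min at 37 °C. Detection reagent was added for 30–60 min at room temperature, and luminescence was read.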
GLP1R cytotox: cytotoxicity counter-screen for GLP-1 receptor inverse agonists; HEK293 cAMP-luciferase reporter cells, luminescence, 24 h; Potency, µM (top dose mostly 38.3 µM), for inactives: top-dose activity change, negative = inhibition, hits mostly inhibitors; 0.13% of 410,000 active;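 further: loss of luciferase light is scored as toxicity; potency means the concentration at half of the fitted maximal effect; on the % scale 0 is the no-effect control and ±100 the full control effect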
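Here, cytotoxicity is scored as loss of luminescence. The MLSMR collection was tested on cells seeded in medium containing 10% Nu serum, with a 24 hr compound exposure preceded by 12 hours of culture.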
DRD3 antagonist: D3 dopamine receptor (human) antagonism; AID 652054; D3R cells, DiscoveRx beta-arrestin luminescence, antagonist mode; stronger effect = lower value; 2.5% of 360,000 active; P35462; max response, negative = inhibition, %; in the data active means max response below about -50%; inconclusive means no clear call, values can overlap the other calls; further: on the % scale 0 is the no-effect control and ±100 the full control effect; mostly tested at two doses, the higher about 12 µM
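Cells expressing the human receptor were seeded at 1500 cells/well, incubated overnight at 37 degrees C in 5% CO2, then exposed to library compounds with dopamine controls for 90 minutes at 37 degrees C before luminescent detection.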
TDP-43 yeast inh: inhibitors of TDP-43 toxicity in yeast. TDP-43 expressing yeast growth rescue, BacTiter-Glo, 24 h. Potency, µM (titrated, usually from 46.1 µM), without a hit: at the highest dose growth rescue (activation), hits mostly activators. 1.8% of 410,000 active. AID 652104; further: potency means the concentration at half of the fitted maximal effect; % of control where 0% means no effect; nearly all actives have a fitted effect of over 50% in size
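In this qHTS, compounds that restore growth of yeast expressing TDP-43 appear as activators. Cells (OD600=0.02, galactose medium, raffinose-pregrown) are incubated with compound 24 hr at 30 deg C and growth is quantified by BacTiter-Glo.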
PTHR1 ag: PTHR1 (human) receptor agonism; Q03431; HEK293 GP2 PTHR1 cells, GloSensor cAMP luminescence, 1 h; Potency, µM (top dose mostly 115 µM), for the others: top-dose activation, most hits filed as activators; 0.075% of 410,000 active; AID 743266; further: potency means the concentration at half of the fitted maximal effect; nearly all actives have a fitted effect of over 55% in size; some results filed as inactive show a strong effect at the top dose; inactives centre near -15; many of its hits are not listed in these tables
Target sequence (Q03431 whole entry, looked up): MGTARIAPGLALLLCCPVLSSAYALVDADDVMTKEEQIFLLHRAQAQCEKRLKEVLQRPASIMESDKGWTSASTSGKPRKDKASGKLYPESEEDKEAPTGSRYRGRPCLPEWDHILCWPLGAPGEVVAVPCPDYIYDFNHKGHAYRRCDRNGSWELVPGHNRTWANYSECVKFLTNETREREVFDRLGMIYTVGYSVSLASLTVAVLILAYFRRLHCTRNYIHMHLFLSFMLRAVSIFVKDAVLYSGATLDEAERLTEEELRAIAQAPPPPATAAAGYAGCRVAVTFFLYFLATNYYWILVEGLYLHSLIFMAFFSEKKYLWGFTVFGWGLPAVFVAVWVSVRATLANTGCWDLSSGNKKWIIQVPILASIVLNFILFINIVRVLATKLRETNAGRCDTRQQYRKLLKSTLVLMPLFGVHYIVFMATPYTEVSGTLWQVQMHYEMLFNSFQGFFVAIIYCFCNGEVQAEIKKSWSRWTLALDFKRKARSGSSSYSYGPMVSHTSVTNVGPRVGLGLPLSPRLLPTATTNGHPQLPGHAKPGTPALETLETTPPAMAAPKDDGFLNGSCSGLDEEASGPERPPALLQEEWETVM
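HEK-293-derived GP2 cells expressing PTHR1 and a GloSensor cAMP reporter, 3,000/well, plated overnight, given luciferin plus IBMX (each 0.5 mM as added) for 1 h at 37 °C, then compound for 1 h at 37 °C. Luminescence was read after 15 min at room temperature.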
* = called active by the depositor; i = inactive; ? = inconclusive; · = no result given; & = joins results of further samples; [ ] = dose if it differs, or a comment. Unless noted, the call rests on the fitted dose curve; in most records, active means well fitted curve in the direction sought with a large enough effect; inconclusive means small, poorly fitted or top-dose-only effect, or another doubt; inactive means no such curve, though single readings can be large; an effect the other way counts as inactive or inconclusive. An excerpt. The share of hits here may be higher or lower than overall.

Sample of the layout:
SMILES	KB-V1 cytotox	aSyn rescue	GLP-1R inv ag	GLP-1R agonist	DRD3 agonist	GLP1R cytotox	DRD3 antagonist	TDP-43 yeast inh	PTHR1 ag
CCC(C)(CCNC(=O)Cc1ccccc1)c1ccccc1OC (stereo not given)	15.8%	22.1%	?	3.4%	-0.7	-12.9%	-4.3	23.7%	-10.8%
COc1ccccc1-c1cc(C(F)(F)F)n2ncc(C(=O)N3CCc4ccccc4C3)c2n1	?	-26.2%	?	-5.1%	1.8	23.4%	2.6	23.8%	-36.0%

The whole of this part (from the top)
SMILES	KB-V1 cytotox	aSyn rescue	GLP-1R inv ag	GLP-1R agonist	DRD3 agonist	GLP1R cytotox	DRD3 antagonist	TDP-43 yeast inh	PTHR1 ag
CCC(C)(CCNC(=O)Cc1ccccc1)c1ccccc1OC (stereo not given)	15.8%	22.1%	?	3.4%	-0.7	-12.9%	-4.3	23.7%	-10.8%
COc1ccccc1-c1cc(C(F)(F)F)n2ncc(C(=O)N3CCc4ccccc4C3)c2n1	?	-26.2%	?	-5.1%	1.8	23.4%	2.6	23.8%	-36.0%
COc1ccc(-c2cc(-c3ccc(O)cc3)nc(N)c2C#N)cc1OC	?	0.1%	55.4%[activator]	?	9.9	6.9%	65.5	-5.6%[9.22 µM]	-24.6%
CCOC(=O)c1ccc(-c2ccc(/C=N/NC(=O)CN(c3ccccc3Cl)S(C)(=O)=O)o2)cc1	?	-1.6%	30.6%	17.8%	44.0*	3.9%	52.5	-3.1%	-32.1%[inhibitor]
O=C1c2[nH]nc(-c3ccccc3O)c2C(c2cccc(Cl)c2)N1Cc1ccco1 (stereo not given)	14.6µM*	6.3%	?	-13.8%	12.7	?	-9.4	?	-1.3%[57.5 µM]
O=C(Nc1ccccn1)C1CCN(S(=O)(=O)c2cccc3nonc23)CC1	?	4.5%	8.8%	7.4%	-3.2	-0.8%	18.2	20.9%	-22.1%
CCOC(=O)C1NC(=O)CC1c1ccccc1 (stereo not given)	3.4%	1.4%	9.9%	-7.0%	0.0	1.8%	-20.7	?	?
CN(Cc1ccccc1)C(=O)COC(=O)c1cncc(Br)c1	20.3%	13.7%	14.8%	0.1%	-0.3	2.0%	2.6	?	-12.4%
O=C1/C(=C/c2cccnc2)SC(=S)N1CCc1ccccc1	6.8%	6.4%	-11.1%	-2.5%	-0.3	-5.1%	5.8	15.1%	-14.8%
CC(C(=O)NC1CCCC1)N1CCN(S(=O)(=O)c2ccccc2Cl)CC1 (stereo not given)	1.0%	-0.3%	-14.3%	12.5%	-15.4	-3.5%	-12.3	-18.2%	i
Cc1csc(SC(C)C(=O)Nc2ccc(F)cc2Cl)n1 (stereo not given)	-4.5%	8.3%	?	2.3%	2.7	-1.6%	2.3	?	-0.2%
COC(=O)c1c(C)[nH]c(C(=O)OCC(=O)NCC(C)C)c1C	-27.5%	-3.6%	1.9%	28.5%	-2.8	-22.0%	23.7	-2.1%	-5.6%[57.5 µM]
Cc1ccc(SCC(=O)OC(C)C(=O)NCc2ccccc2)cc1 (stereo not given)	5.3%	-2.6%	2.4%	-3.8%	-10.9	-5.9%	-1.7	-5.5%	0.6%
COc1ccc(CC(=O)Nc2cc(-c3nc4cccnc4s3)ccc2C)cc1	12.6%	·	7.8%	·	4.7	1.2%	·	22.0%	-22.0%
COc1ccc2c3c([nH]c2c1)C(C)N(C(C)=O)CC3 (stereo not given)	?	1.5%	2.5%	-2.9%	2.2	-30.0%	-7.8	2.2%	i
CC(C)OC(=O)N(C)C[C@@H]1OCc2cnnn2CCCC(=O)N([C@H](C)CO)C[C@H]1C	?	-7.1%	3.5%	-5.3%	4.9	13.0%	20.7	9.1%	i
CCCCCn1c(CCCNC(=O)c2ccccc2)nc2ccccc21	?	·	?	1.2%	-16.4	2.2%	·	12.7%	-15.7%
Cc1cccc(C)c1OCc1cc(C(=O)NCc2ccc(Cl)s2)no1	?	0.6%	-15.0%	4.2%	-2.2	3.4%	-3.8	-17.2%	i
Cc1ccc(Nc2nc3ccccc3n3cnnc23)cc1Cl	-13.9%	0.4%	3.7%	-1.9%	7.3	-2.9%	2.2	22.9%	-2.8%
O=C(CN1C(=O)c2ccccc2S1(=O)=O)c1ccccc1	-0.5%	3.0%	?	-23.0%	11.1	-1.7%	38.5	26.7%	i
COc1ccc(CCNC(=O)C2CCN(S(=O)(=O)c3ccc(OC)cc3)CC2)cc1	-1.9%	0.1%	9.3%	-0.3%	2.4	4.0%	1.7	13.3%	-15.0%
Nc1cc2c(cc1Cl)N(Cc1ccccc1)C(=O)CO2	-12.6%	-4.4%[1.84 µM]	1.5%	10.8%	2.9	3.3%	-20.0	28.1%	-25.1%
O=C(COc1ccc(Br)cc1)NNC(=S)NC(=O)c1ccccc1[N+](=O)[O-]	-19.3%	6.4%	-6.9%	-8.8%	10.3	-11.7%	3.1	13.6%	10.7%
COC(=O)CC1SCCNC1=O (stereo not given)	18.0%	3.9%	7.0%	-16.2%	-25.0	4.7%	6.6	-12.2%	i
CCCn1c2ccccc2c2cnn(CC(=O)NCc3cc(OC)ccc3OC)c(=O)c21	-8.1%	·	15.7%	·	-9.5	35.1%[activator]	·	1.2%	-7.2%
Cc1c(NC2=NC(C)(C)Cc3ccccc32)c(=O)n(-c2ccccc2)n1C	0.0%	-0.2%	5.2%	-5.9%	-8.4	-1.9%	-9.0	15.7%	i
Cc1cc(Nc2ccccc2)n(C(=O)c2ccccc2)n1	-3.4%	-4.2%	0.9%	1.1%	12.9	-15.9%[1.53 µM]	2.2	?	-29.3%
COCCNC(=O)CN1CCC(NC(=O)Nc2ccccc2)CC1	22.1%	·	5.2%	-10.3%	-1.1	-10.6%	0.7	-5.2%	i
O=C(CN(C(=O)CNC(=O)c1ccco1)c1ccc(F)c(Cl)c1)NC1CCCCC1	-4.8%	0.2%	1.7%	6.1%	-6.4	2.6%	-17.7	-4.7%	-3.9%
CCn1cc(CCC(=O)NCc2ccccc2OC)c2ccccc21	2.5%	6.2%	?	12.1%	-5.6&13.9	12.9%&-10.3%	-10.3	?	-38.0%[inhibitor]
O=C(CSc1ccc(Cl)cc1)NNC(=O)c1cccnc1	0.5%	-1.8%	-13.2%	-0.1%	-11.8	-2.3%	-0.3	-6.7%[9.22 µM]	i
Cc1ccc(-c2cc(=O)[nH]c(NCc3ccccc3)n2)cc1	-17.1%	9.7%	15.6%	28.1%	-13.2	1.1%	-20.0	-17.1%	-4.9%
Cc1cccc(C)c1NC(=S)N/N=C/c1c(Cl)cccc1Cl	5.1%	1.3%	-5.3%	1.9%	-0.5	-6.9%	-19.0	-6.1%	-6.3%
CC(C)/C(=N\NS(=O)(=O)c1ccc(Br)cc1)c1cccs1	12.6%	-4.6%	?	-1.8%	5.9	1.6%	-11.1	10.1%	-9.7%
COc1ccc2oc(=O)cc(CN3CCN(c4ccc(F)cc4)CC3)c2c1	·	·	-14.0%	·	-20.3	13.5%	·	7.7%	i
CCOC(=O)C1CCN(C(=O)CCNS(=O)(=O)c2ccc(C)cc2)CC1	-15.3%	8.2%	2.8%	-1.9%	1.5	-1.4%	-13.9	9.3%	i
CCc1ccc([C@H]2C(C(=O)O)=C[C@@H](CC)N2S(=O)(=O)c2ccc(C)cc2)cc1	18.2%	-12.2%	-8.6%	-1.3%	-8.1	1.7%	?	-12.2%	2.3%
N#CCCN(Cc1cccnc1)S(=O)(=O)c1ccc(S(=O)(=O)N2CCCCCC2)cc1	?	5.3%	-4.6%	4.5%	-1.4	0.1%	0.4	-9.9%	i
Cc1nc(CSc2ccccc2)cc(=O)[nH]1	0.0%	-6.1%	7.0%	-1.3%	-4.0	14.1%	-14.8	-14.7%	-24.4%
C#CCOCCOCCOCCNc1nc(N2CCN(C(=O)[C@H]([C@@H](C)CC)n3cc([C@@H](N)CC(C)C)nn3)CC2)nc(N2CCN(C(=O)[C@H](Cc3ccc(O)cc3)n3cc([C@@H](N)CC(C)C)nn3)CC2)n1	0.0%	-7.1%	16.4%	1.2%	13.9	-4.1%	12.9	-2.7%	-14.1%
COc1cc(C(=O)Nc2ccccn2)cc(OC)c1OC	-3.9%	3.9%	34.9%	-4.1%	-3.5	-3.8%	-9.3	5.6%	-4.2%[57.5 µM]
CCOC(=O)c1c(C)[nH]c(/C(C)=N/NC(=O)c2cccnc2)c1C	14.6%	1.0%	-5.9%	-4.3%	-0.3	7.9%	20.0	?	i
CCc1nn2c(=O)cc(COC(=O)c3cccc(NC(=O)c4ccccc4Cl)c3)nc2s1	·	·	-3.3%	·	5.4	3.9%	·	21.1%	-5.0%
O=C(Nc1cccc(F)c1)C1C2C=CC3(CN(CCCN4CCOCC4)C(=O)C13)O2 (stereo not given)	-8.6%	0.9%	6.8%	-5.7%	-0.3	0.7%	9.8	0.0%	i
CCCCc1ccc(Nc2ncccc2C#N)cc1	-0.6%	-1.9%	?	7.2%	6.2	-4.7%	2.7	8.6%	i
CN(C)C(=O)C#Cc1ccccc1	13.1%	7.6%	0.9%	-3.5%	6.0	-0.1%	5.2	-9.1%	i
Cc1ccccc1CNC(=O)C1CCCN(c2cnccn2)C1 (stereo not given)	-3.3%	-2.0%	11.3%	11.6%	7.0	0.6%	-1.6	4.5%	-16.9%
Cc1sc2nc(SCC(=O)N3CCOCC3)[nH]c(=O)c2c1-c1ccccc1	·	-0.9%	-2.6%	1.5%	0.5	1.9%	-1.5	16.4%	-23.8%
Cc1ccccc1-c1nc(CN(C)C(C)c2ccon2)c(C)o1 (stereo not given)	0.0%	0.8%	-13.9%[7.66 µM]	11.5%	-6.5	-3.4%[7.66 µM]	9.0	16.9%[9.22 µM]	i

Bioassay records deposited in PubChem by National Center for Advancing Translational Sciences (NCATS).
